LMNA splice mod: modulators of lamin A splicing; actives 0.01% (n = 200,000); AID 1487; HeLa LMNA splicing GFP/RFP minigene ratio, 48 h; Potency, µM (doses to about 46.1 µM), inactives show at the highest dose ratio change, negative = inhibition, actives largely listed as inhibitors; active means well fitted inhibition curve with a large enough effect in the signal ratio, with a control signal flat, not every such curve was filed as active; inconclusive means small, poorly fitted or top-dose-only effect, or effect the other way, or a change in a side signal; the % refers to the signal ratio; further: potency means the concentration at half of the fitted maximal effect; on the % scale 0 is the no-effect control and ±100 the full control effect
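S3 HeLa stable clones carrying a lamin A-EGFP splicing minigene plus DsRed2 were seeded at 600 cells/well in Opti-MEM with 2% FBS, pin-dosed and incubated 48 h at 37°C. Acumen cytometry (488 nm) gave the GFP/RFP total-intensity ratio.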
HTT aggregate: inhibitors of mutant huntingtin aggregate formation in PC12 cells; PC12 HttQ103-GFP aggregates, Acumen cytometry, 40 h; Potency, µM (titrated, usually from 46.1 µM), without a hit: top-dose activity change, negative = inhibition, most hits filed as inhibitors; actives 1.1% (n = 220,000); AID 1688; further: potency means the concentration at half of the fitted maximal effect; on the % scale 0 is the no-effect control and ±100 the full control effect; nearly all actives have a fitted effect of over 60% in size
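Inducible Q103 Huntingtin exon 1–GFP PC12 line, 1500 cells/well in phenol red free DMEM with 5% equine and 5% calf serum. Tebufenozide 100 nM induced expression; compounds titrated; aggregates quantified by cytometry.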
HTT ATP protect: cytoprotection in Huntington HTT-Q103 PC12 cell model; PC12 HTT-Q103 induced, cytoprotection, ATP luminescence, 40 h; Potency, µM (doses to about 56.4 µM), for the others: cytoprotection (ATP increase), usual class: activators; actives 0.14% (n = 230,000); AID 1471;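 further: potency means the concentration at half of the fitted maximal effect; % of control where 0% means no effect; nearly all actives have a fitted effect of over 45% in size; toxic huntingtin expression switched on by the ecdysone agonist tebufenozide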
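Rat PC12, Q103 Htt exon1-GFP fusion, ecdysone promoter; tebufenozide inducer 100 nM final; compound titration; qHTS, 1500 cells/well; ATPlite luminescent read.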
CBFb RUNX1 block: inhibitors of human CBF-beta and RUNX1 interaction; Potency, µM (titrated, usually from 59.8 µM), inactives show top-dose activity, negative = inhibition, actives largely listed as inhibitors; AlphaScreen CBFb-His/RUNX1-biotin binding, biochemical; Q01196+Q13951; AID 1477; 230,000 tested, under 10 active; further: % of control where 0% means no effect
Target sequence (Q01196 whole entry, looked up): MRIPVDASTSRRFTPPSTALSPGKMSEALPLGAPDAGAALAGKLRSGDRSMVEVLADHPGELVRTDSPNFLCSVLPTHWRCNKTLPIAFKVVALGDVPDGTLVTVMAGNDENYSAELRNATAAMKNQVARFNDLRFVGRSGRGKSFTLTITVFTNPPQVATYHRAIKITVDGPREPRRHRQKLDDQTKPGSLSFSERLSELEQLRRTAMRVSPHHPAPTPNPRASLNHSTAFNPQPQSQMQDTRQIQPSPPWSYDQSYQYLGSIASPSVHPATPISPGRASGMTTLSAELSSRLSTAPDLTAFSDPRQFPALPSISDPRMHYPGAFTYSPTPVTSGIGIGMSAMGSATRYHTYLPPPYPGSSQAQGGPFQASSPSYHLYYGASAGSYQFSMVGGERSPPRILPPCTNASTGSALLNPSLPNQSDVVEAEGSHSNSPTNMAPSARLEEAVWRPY
Target sequence (Q13951 whole entry, looked up): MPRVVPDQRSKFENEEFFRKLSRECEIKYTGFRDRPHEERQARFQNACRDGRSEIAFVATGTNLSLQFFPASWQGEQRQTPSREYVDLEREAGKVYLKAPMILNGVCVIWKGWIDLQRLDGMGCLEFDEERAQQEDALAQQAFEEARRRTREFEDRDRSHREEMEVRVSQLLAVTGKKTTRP
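Read-out: AlphaScreen. Format: His-CBF-beta with biotinylated RUNX1 (30 nM each) preincubated 20 min, compound 15 min, Ni-chelate plus streptavidin beads 90 min; room temperature throughout.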
IMPase Li inh: IMPase inhibition in cells with lithium potentiation | CHO-M1 cells, IP1 TR-FRET (IP-One), carbachol + lithium | Potency, µM (doses to about 59.4 µM), for inactives: at the highest dose activity, negative = IMPase inhibition, most hits filed as inhibitors | actives 0.35% (n = 210,000);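 further: IP1 builds up when IMPase is blocked and the TR-FRET signal falls; potency means the concentration at half of the fitted maximal effect; plate controls were basal vehicle for no effect and high inhibitor control for full effect; nearly all actives have a fitted effect of over 50% in size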
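CHO cells stably expressing M1 receptor (2000/well) were cultured 16–30 h, then exposed to compounds with a small lithium addition for 30 min at 37C. IP1 was measured by TR-FRET competition; AC50 from Hill fits.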
KinaseGlo FLuc: counter-screen: inhibitors of Kinase-Glo firefly luciferase; Potency, µM (top dose mostly 38.3 µM), without a hit: at the top dose activity change, negative = inhibition, hits mostly inhibitors; actives 0.28% (n = 200,000); Kinase-Glo luciferase, ATP luminescence, 8 min; further: potency means the concentration at half of the fitted maximal effect; on the % scale 0 is the no-effect control and ±100 the full control effect; nearly all actives have a fitted effect of over 60% in size
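Compound is pinned into ATP-containing buffer (10 uM ATP, imidazole pH 7.2, 7 mM MgCl2). Kinase-Glo luciferase reagent is then added. Light output is recorded following an 8-min room-temperature incubation.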
SMN2 splice up: increases expression of the SMN2 splice variant; HEK293 SMN2-luciferase splicing reporter, luminescence, 30-36 h; Potency, µM (titrated, usually from 46.1 µM), without a hit: at the top dose activity change, positive = activation, actives largely listed as activators; AID 1458; actives 2.8% (n = 210,000); further: potency means the concentration at half of the fitted maximal effect; % of control where 0% means no effect; nearly all actives have a fitted effect of over 55% in size
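HEK293 cells carry an SMN2 […]–luciferase reporter in which exon 7 inclusion puts luciferase in frame. Cells were plated 10-12 h before compound addition, then incubated 30-36 h at 37C. ONE-Glo luminescence was read; sodium butyrate at 4.5 mM final served as control.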
* = called active by the depositor; ? = inconclusive; nt = no result given; & = joins results of further samples; [ ] = another dose, or the depositor's remark. Unless noted, the call rests on the fitted dose curve; in most records, active means well fitted curve in the direction sought with a large enough effect; inconclusive means small, poorly fitted or top-dose-only effect, or another doubt; inactive means no such curve, though single readings can be large; an effect the other way counts as inactive or inconclusive. An unsorted share of the library; any-hit rate near 4%.

SMILES	LMNA splice mod	HTT aggregate	HTT ATP protect	CBFb RUNX1 block	IMPase Li inh	KinaseGlo FLuc	SMN2 splice up
Cc1cc(O)c2c(c1)C(O)(C1OC(CO)C(O)C(O)C1O)c1cccc(O)c1C2=O (centres undefined)	-6.4%	-9.9%	nt	0.3%[2.36 µM]	-1.0%	0.6%	-13.3%
O=C(Nc1nccs1)C1CCCN1S(=O)(=O)c1cccc2cccnc12 (centres undefined)	-8.1%	7.0%	-5.8%	-2.9%	6.0%[38.3 µM]	0.0%	-22.6%
COc1ccc(CCNC(=O)CN2C(=O)c3cccc4cccc(c34)C2=O)cc1OC	-7.2%[46 µM]	-2.1%[9.22 µM]	-6.8%[10 µM]	5.7%	0.1%	6.1%	-13.8%
COc1ccc(NS(=O)(=O)c2cccc(C(=O)N/N=C/c3ccc4c(c3)OCCO4)c2)cc1	nt	18.3%	-9.8%[10 µM]	-0.8%	-4.1%	-1.2%	21.1%
Cc1nn(Cc2c(Cl)cccc2Cl)c(C)c1NC(=O)Cn1nc([N+](=O)[O-])c(Cl)c1C	3.5%	20.7%	nt	1.7%	-3.4%	-1.3%	28.0%
C/C(=C\c1ccccc1)C(=O)NCCCn1ccnc1	-19.6%[46 µM]	3.3%	nt	2.2%	6.7%	1.5%	1.8%
CCOc1ccc(CCNC(=O)CCn2cccc2)cc1OCC	-0.6%	6.3%	3.7%	-0.8%	4.4%[38.3 µM]	5.4%	-1.2%
Cn1cnnc1SCc1ccccc1[N+](=O)[O-]	nt	2.6%[9.22 µM]	11.4%[10 µM]	4.2%	nt	nt	nt
CC1=CC(=O)c2ccccc2C1=O	?	-96.5%&4.4%	-368.4%[inhibitor]	15.6%	34.9%&3.2%&37.0%[activator]	-6.2%	-14.6%
CCOC(=O)C(=NC1CCCCC1)NNc1cccc(C(F)(F)F)c1	-10.5%	32.3%	-6.7%[10 µM]	-10.1%	nt	nt	nt
CC(Sc1nnc(NC(=O)c2cc3ccccc3oc2=O)s1)c1ccccc1 (centres undefined)	-1.8%	6.3%	-12.0%[10 µM]	0.7%	26.8%[38.3 µM]	-1.6%	-1.9%
CCOc1ccc(NC(=O)COC(=O)CCCc2c[nH]c3ccccc23)cc1	7.2%	15.8%	8.1%	-1.0%	-2.4%[38.3 µM]	1.0%	1.8%
Cc1ccsc1C(=O)NNC(=O)C1CC=CCC1C(=O)O (centres undefined)	-5.2%	7.0%	nt	3.5%	-2.3%	-1.3%	3.7%
CCc1ccc(OCCOCC(O)CNC(C)CC)cc1 (centres undefined)	-17.9%	0.8%	10.7%[10 µM]	17.8%	-0.1%	-0.4%	-1.0%
O=C(NCc1cn(-c2ccccc2)nc1-c1ccccc1)c1ccc([N+](=O)[O-])cc1	-13.0%	-10.0%	16.7%[10 µM]	-6.6%	-3.2%	-0.9%	10.2%
CCCCN(CC)S(=O)(=O)c1ccc(C(=O)Nc2nnc(COC)o2)cc1	-27.3%	?	-36.1%	-2.0%	-3.1%[38.3 µM]	10.4%	-48.2%[inhibitor]
CC(C)(Sc1ccc(CCN(CCCCC2CCCCC2)C(=O)NC2CCCCC2)cc1)C(=O)O	?	nt	-168.6%[inhibitor]	4.0%	20.1%&3.6%&11.0%	-2.8%&0.4%	9.6%&-6.4%
COc1ccc(C)cc1S(=O)(=O)Nc1cccc(Cl)c1Cl	-4.1%	1.2%	12.8%[10 µM]	7.7%	11.6%	4.6%	-9.0%
Cc1ccc(C)c(OCCn2cc(/C=C(\C#N)C(=O)NCc3cccs3)c3ccccc32)c1	-3.8%	-23.3%	-2.0%[10 µM]	6.4%	22.7%[38.3 µM]	5.3%	3.8%
COCCn1nnnc1C(C(C)C)N1CCN(C(=O)c2ccco2)CC1 (centres undefined)	4.6%	-0.3%	11.0%[10 µM]	5.9%	4.7%[38.3 µM]	3.7%	10.2%

Next part; it opens with the 2 that closed the last part.
SMILES	LMNA splice mod	HTT aggregate	HTT ATP protect	CBFb RUNX1 block	IMPase Li inh	KinaseGlo FLuc	SMN2 splice up
Cc1ccc(C)c(OCCn2cc(/C=C(\C#N)C(=O)NCc3cccs3)c3ccccc32)c1	-3.8%	-23.3%	-2.0%[10 µM]	6.4%	22.7%[38.3 µM]	5.3%	3.8%
COCCn1nnnc1C(C(C)C)N1CCN(C(=O)c2ccco2)CC1 (centres undefined)	4.6%	-0.3%	11.0%[10 µM]	5.9%	4.7%[38.3 µM]	3.7%	10.2%
CC(Sc1nc(-c2ccccc2)cc(C(F)(F)F)n1)C(=O)N1CCOCC1 (centres undefined)	-9.9%	0.6%	2.5%[1.9 µM]	5.5%	32.4%[activator]	-2.3%	-14.4%
Cc1ccc(C)c(OCCSc2nnc(-c3cccnc3)n2N)c1	-7.1%	-7.3%	-13.4%[10 µM]	-3.4%	6.3%	11.7%	-11.3%
COc1ccc(O)c(/C=N/N2CCOCC2)c1	nt	2.3%[9.22 µM]	16.7%[10 µM]	-2.4%	nt	nt	nt
CCOC(=O)/C(=C\C=C\c1ccccc1)NC(=O)c1ccccc1	?	5.2%	6.0%[10 µM]	-3.4%	13.1%	0.9%	-15.0%
CCOCCCNC(=S)N1CCCN(c2nc3c(C)c(C)ccc3cc2C#N)CC1	-0.3%[46 µM]	12.0%[9.22 µM]	23.2%[10 µM]	0.2%	6.8%	0.1%	nt
NC(=O)C1CCN(CC(=O)Nc2ccccn2)CC1	3.3%	2.24µM*	-0.2%	9.9%	21.2%[38.3 µM]	-1.7%	9.8%
COc1ccccc1-c1nnc(SCc2nc3ccccc3[nH]2)n1C	-14.5%	12.0%	-37.1%	-6.3%	26.0%[38.3 µM]	-1.1%	7.8%
CS(=O)(=O)N1CCC2(CC1)CN(c1ccncc1)C2	nt	nt	-19.9%	nt	-2.2%	-4.0%	-0.4%
Cc1cc(NC(=O)CCOc2ccccc2)no1	4.5%	10.8%	2.7%	-0.4%	-9.0%[38.3 µM]	-0.3%	-9.0%
CSc1ccc(Cl)c(C(=O)OCC(=O)N2CCOCC2)c1	9.7%	0.6%	0.2%[10 µM]	-0.8%	-2.4%[38.3 µM]	-3.3%	-2.7%
CCOC(=O)CCC(=O)N1CCOCCOCCN(C(=O)CCC(=O)OCC)CCOCCOCC1	5.9%	-8.5%	-2.8%	-1.4%	19.5%[38.3 µM]	-1.5%	-15.6%
CCN(CC)CCNC1=CC(=O)OC12CCCCC2	3.0%	6.6%	6.3%[10 µM]	8.3%	6.9%	-2.5%	?
CC(C)(C)NC(=O)C1CC(=O)OC12CCOC(C)(C)C2 (centres undefined)	nt	nt	nt	2.6%	-1.9%	-0.4%	3.4%
CCC(=O)Nc1ccc(S(=O)(=O)N2CCc3ccccc3C2)cc1	-7.0%	-14.5%	-3.2%	-0.4%	10.3%[38.3 µM]	-0.9%	-13.4%
COc1ccc2cc(CN(CCc3ccccc3)Cc3nnnn3Cc3ccco3)c(=O)[nH]c2c1	-2.5%	-3.9%	-2.9%[10 µM]	-11.3%	-3.0%[38.3 µM]	2.4%	-8.4%
N=C(N)c1ccc(OCCCCCOc2ccc(C(=N)N)cc2)cc1 (tested in a mixture with another compound)	?	nt	7.2%[1.9 µM]	3.3%	9.6%	-2.0%	-45.9%[inhibitor]
Cc1nn(C)c(Cl)c1CN1CCN(C2CCCCC2)C(CCO)C1 (centres undefined)	nt	-1.4%[9.22 µM]	12.2%[10 µM]	-1.1%	25.1%	-1.1%	nt
O=C(c1ccco1)N1CCN(CCCCOc2cccc3ccccc23)CC1	?	-29.0%	nt	-29.5%	12.6%	2.1%	-8.9%
O=C1COc2ccc(C(=O)COC(=O)Cn3cnc4ccccc43)cc2N1	10.1%	-3.6%	0.6%[10 µM]	9.1%	17.9%[38.3 µM]	3.8%	-9.4%
O=c1c2c3c(sc2nc2sc(C4CC4)nn12)CCCC3	-15.2%	-16.9%	8.2%[10 µM]	11.7%	-4.0%	-4.8%	7.94µM*
Cc1cc(NC(=O)C2CC(c3ccc(F)cc3)=NO2)n(-c2ccccc2)n1 (centres undefined)	-9.1%	-8.5%	-10.3%	-0.4%	-2.7%[38.3 µM]	2.3%	-26.5%
CCC(C)Nc1ncnc2c1cnn2Cc1ccc(Cl)cc1 (centres undefined)	?	25.1µM*	-40.7%[inhibitor]	28.8%	10.8%[38.3 µM]	1.7%	-12.6%
O=C(CCN1C(=O)c2ccncc2C1=O)Nc1ccc2c(c1)OCCO2	6.3%	-4.2%	-7.0%[10 µM]	4.6%	-4.5%[38.3 µM]	0.3%	0.1%
CC1CCCCC12NC(=O)N(CC(=O)NC(=O)NCc1ccco1)C2=O (centres undefined)	2.7%	29.9%	-0.4%	-1.7%	-0.8%[38.3 µM]	-3.9%	0.1%
CCOc1ccc(-n2cc(-c3ccc(OC)c(OC)c3)[nH]c2=S)cc1	nt	26.9%	?	-7.2%	1.1%	2.0%	-23.9%
Cc1cccc(NC(=O)C2CCCN(S(=O)(=O)c3cccc4nsnc34)C2)n1 (centres undefined)	-10.8%	-20.4%	3.8%	2.5%	-4.4%[38.3 µM]	-0.1%	-54.6%[inhibitor]
CC(C)CN(C(=O)COC(=O)Cc1n[nH]c(=O)c2ccccc12)C1CCS(=O)(=O)C1 (centres undefined)	6.8%	0.9%	4.5%[10 µM]	3.7%	-7.3%[38.3 µM]	-0.8%	-8.4%
O=C(Nc1cccc2c1CCCC2)c1ccncc1	-0.5%	-15.6%	-29.4%[10 µM]	0.9%	9.8%	3.1%	-4.7%
CN(C)c1ccc(N=C/C=C2/N(C)c3ccccc3C2(C)C)cc1	?	?	1.4%[10 µM]	?	26.4%	-2.8%	-6.1%
CCOC(=O)C1=C(C)NC(C)=C(C(=O)OCC)C1	0.3%	26.1%	1.1%	2.0%&13.5%	-8.9%[38.3 µM]	1.8%	-13.2%
CS(=O)(=O)N(CC(=O)N/N=C/c1ccccn1)c1ccc(Oc2ccccc2)cc1	nt	-14.0%	-13.7%	-22.8%	5.9%	nt	nt
O=C(N/N=C/C(Br)=C/c1ccccc1)c1ccncc1	nt	28.0%[9.22 µM]	0.2%[10 µM]	-8.6%	nt	nt	nt
